NTMT1 inh: Primary qHTS for Inhibitors of N-terminal methyltransferase 1 (NTMT1): MTaseGlo Assay; N-terminal Xaa-Pro-Lys N-methyltransferase 1 (Homo sapiens), Q9BV86; Potency, µM (series often up to 114 µM), for the others: at the highest dose activity change, negative = inhibition, actives largely listed as inhibitors; AID 1645870, 2021; NTMT1 MTase-Glo SAH luminescence, purified enzyme; hit rate 2.5% among 59,000;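 further: potency means the concentration at half of the fitted maximal effect; plate controls were DMSO vehicle for no effect and no enzyme for full effect; nearly all actives have a fitted effect of over 65% in size; many of its hits are not listed in these tables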
p53null 39C tox: qHTS Screen for Compounds that Selectively Target Cancer Cells with p53 Mutations: Cytotoxicity of p53 Null Cells at the Nonpermissive Temperature | H1299 p53-null (neo) cells, 39C, ATPlite viability, 24 h | Potency, µM (highest dose often 46.1 µM), for the others: top-dose activity, negative = cell killing, most hits filed as cytotoxic | hit rate 0.97% among 55,000;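 further: potency means the concentration at half of the fitted maximal effect; 0% = DMSO only and -100% = full killing by 100 µM tamoxifen; nearly all actives have a fitted effect of over 50% in size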
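Temperature-shift cytotoxicity format: compound titrations on p53-null or A138V-expressing H1299 cells held 24 hr at 39C, cell ATP then measured, AC50 from Hill model.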
p53null 32C tox: qHTS Screen for Compounds that Selectively Target Cancer Cells with p53 Mutations: Cytotoxicity of p53 Null Cells at the Permissive Temperature. H1299-neo p53 null cells, ATP luminescence, 24 h, 32C. Potency, µM (doses to about 46.1 µM), for the others: at the highest dose activity change, negative = cytotoxicity, hits mostly cytotoxic. hit rate 0.62% among 55,000. AID 903, 2007;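 further: potency means the concentration at half of the fitted maximal effect; 0% = DMSO only and -100% = full killing by 100 µM tamoxifen; nearly all actives have a fitted effect of over 55% in size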
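Luminescent ATP readout gave cell viability of p53-null H1299-neo cells after a 24 h compound exposure at the permissive 32C. Titrations ran up to 46 uM, and AC50s were fitted with the standard Hill equation.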
FH mod: Identification of activators of human fumarate hydratase by quantitative high-throughput screening | Fumarate hydratase, mitochondrial (Homo sapiens), P07954 | FH coupled MDH/diaphorase resazurin fluorescence, 15 min | Potency, µM (top dose mostly 79.9 µM), without a hit: top-dose activity change, negative = inhibition, most hits filed as inhibitors | hit rate 0.22% among 54,000; further: potency means the concentration at half of the fitted maximal effect; on the % scale 0 is the no-effect control and ±100 the full control effect; the screen sought activators but most active calls are inhibition curves; nearly all actives have a fitted effect of over 45% in size
Target sequence (P07954 whole entry, looked up): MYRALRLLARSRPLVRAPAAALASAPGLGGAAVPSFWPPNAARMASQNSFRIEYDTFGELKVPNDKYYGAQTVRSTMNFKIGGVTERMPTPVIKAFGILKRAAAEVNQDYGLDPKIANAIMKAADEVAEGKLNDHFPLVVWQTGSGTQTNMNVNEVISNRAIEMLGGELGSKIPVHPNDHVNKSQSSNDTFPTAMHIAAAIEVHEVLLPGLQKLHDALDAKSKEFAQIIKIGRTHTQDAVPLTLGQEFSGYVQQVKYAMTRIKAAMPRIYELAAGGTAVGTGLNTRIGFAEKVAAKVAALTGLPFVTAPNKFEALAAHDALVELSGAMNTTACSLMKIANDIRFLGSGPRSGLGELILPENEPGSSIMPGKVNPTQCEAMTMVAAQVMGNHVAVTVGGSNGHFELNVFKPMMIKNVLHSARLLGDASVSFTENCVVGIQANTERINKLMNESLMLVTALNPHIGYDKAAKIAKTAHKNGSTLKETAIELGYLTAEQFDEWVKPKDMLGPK
GALK inhibitor: qHTS Assay for Inhibitors of Human Galactokinase (GALK): NCGC Sytravon Library Screen; 44,000 tested, under 10 active; Potency, µM (doses to about 57.5 µM), for the others: at the highest dose activity, negative = inhibition, hits mostly inhibitors; AID 1347072, 2019; recombinant GALK, Kinase-Glo ATP luminescence, 1 h; P51570;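 further: plate controls were full GALK reaction for no effect and reaction lacking GALK for full effect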
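Reactions with and without enzyme served as controls. GALK at 5 nM phosphorylates 100 uM galactose using 35 uM ATP (HEPES pH 8.0, Mg2+) for 1 h at RT, with luminescence read 10 min after adding Kinase-Glo Plus.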
TSG101-PTAP inh: qHTS Validation Assay for Inhibitors of HIV-1 Budding by Blocking the Interaction of PTAP/TSG101: Sytravon Library Screen. Potency, µM (highest dose often 115 µM), for the others: top-dose activity change, negative = inhibition, actives largely listed as inhibitors. Fluorescence polarization, FITC-PTAP peptide/Tsg101, 20 min. 44,000 tested, under 10 active. AID 1347069, 2019. Tumor susceptibility gene 101 protein (Homo sapiens), Q99816; further: potency means the concentration at half of the fitted maximal effect; 0% is about no effect
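Fluorescence polarization binding of Tsg101 binding domain (10 uM final) to FITC-labeled PTAP-motif peptide (50 nM final) in HEPES pH 7.5/NaCl/Tween 20/EDTA/TCEP buffer; 20 min at r.t. Actives by curve class, <25 µM, efficacy <60% inhibition.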
B2AR arrestin ag: qHTS assay of beta-arrestin-biased ligands of beta2-adrenergic receptor: NCGC Sytravon Library Screen; 44,000 tested, under 10 active; Potency, µM (titrated, usually from 46.1 µM), without a hit: top-dose activation, actives largely listed as activators; HTLA Tango cells, beta-arrestin recruitment, luciferase luminescence, 18 h; Beta-2 adrenergic receptor (Homo sapiens), P07550;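 further: potency means the concentration at half of the fitted maximal effect; 0% = DMSO and full agonism = EC100 isoproterenol or metaproterenol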
Target sequence (P07550 whole entry, looked up): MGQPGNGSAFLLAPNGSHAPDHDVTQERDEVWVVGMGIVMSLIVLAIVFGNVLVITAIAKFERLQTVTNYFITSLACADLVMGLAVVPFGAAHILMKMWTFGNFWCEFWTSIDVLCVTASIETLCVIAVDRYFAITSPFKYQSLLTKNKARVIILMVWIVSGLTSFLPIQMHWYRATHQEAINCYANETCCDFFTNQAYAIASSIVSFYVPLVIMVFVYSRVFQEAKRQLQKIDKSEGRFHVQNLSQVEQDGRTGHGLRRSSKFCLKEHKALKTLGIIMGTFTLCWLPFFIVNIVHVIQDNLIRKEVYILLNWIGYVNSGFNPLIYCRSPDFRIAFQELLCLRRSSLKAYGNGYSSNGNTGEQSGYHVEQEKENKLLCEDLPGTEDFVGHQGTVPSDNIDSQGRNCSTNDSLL
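Receptor–beta-arrestin recruitment read by tTA-responsive luciferase: compound titrations (up to 46 µM) incubated 18 h with Tango cells, then luminescent substrate 15 min at room temperature. Concentration-response fits classified by r2, efficacy and activity.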
An asterisk follows results filed as active; [ ] = remark or other dose. The call rests on the fitted dose curve; in most records, active means well fitted curve in the direction sought with a large enough effect; inconclusive means small, poorly fitted or top-dose-only effect, or another doubt; inactive means no such curve, though single readings can be large; an effect the other way counts as inactive or inconclusive.

`CCOC(=O)c1ccc(N2C(=O)c3[nH]nc(-c4ccc(C)cc4)c3C2c2cccs2)cc1` (stereo unspecified) gave NTMT1 inh 3%, p53null 39C tox 27%, p53null 32C tox 52%[activator], FH mod -3%, GALK inhibitor 0%, TSG101-PTAP inh -3% and B2AR arrestin ag 1%.
For Cn1c(=O)cc(SCC(=O)N2CCN(c3ccc(F)cc3)CC2)c2ccc(Cl)cc21 the results were NTMT1 inh -17%, p53null 39C tox 5%, p53null 32C tox 5%, FH mod 7%, GALK inhibitor 0%, TSG101-PTAP inh -2% and B2AR arrestin ag 0%.
For Cc1ccccc1C(=O)Nc1cccc(NC(=O)c2ccc(C(C)(C)C)cc2)c1 the results were NTMT1 inh -9%, p53null 39C tox inconclusive, p53null 32C tox 13µM*, FH mod -17%, GALK inhibitor -4%, TSG101-PTAP inh 0% and B2AR arrestin ag 0%.
Clc1ccc(-c2noc(-c3cccnc3NCc3ccco3)n2)cc1 was read as NTMT1 inh 4%, p53null 39C tox -16%, p53null 32C tox -2%, FH mod -1%, GALK inhibitor 3%, TSG101-PTAP inh -4% and B2AR arrestin ag 1%.
CCOc1ccc(N(CC)C(=O)c2cc3c(s2)-c2ccc(Cl)cc2SC3)cc1 was read as NTMT1 inh 1%, p53null 39C tox 10µM*, p53null 32C tox -5%, FH mod -22%, GALK inhibitor 4%, TSG101-PTAP inh -2% and B2AR arrestin ag 6%.
For Cc1ccccc1CN1CCC(CNc2ncnc3onc(-c4ccc(F)cc4)c23)CC1 the results were NTMT1 inh inconclusive, p53null 39C tox -9%, p53null 32C tox 5%, FH mod -18%, GALK inhibitor 2%, TSG101-PTAP inh -4% and B2AR arrestin ag 0%.
Screening Cc1ccc(OCC(=O)Nc2cccc(OCc3cc(=O)n4cccc(C)c4n3)c2)cc1C returned NTMT1 inh 5%, p53null 39C tox -10%, p53null 32C tox -5%, FH mod -7%, GALK inhibitor -1%, TSG101-PTAP inh 4% and B2AR arrestin ag -1%.
For COc1ccc(Nc2c(-c3cc(Br)ccc3O)nc3ncccn23)cc1OC the results were NTMT1 inh 4%, p53null 39C tox 1%, p53null 32C tox 18%, FH mod inconclusive, GALK inhibitor 2%, TSG101-PTAP inh 1% and B2AR arrestin ag 1%.
`O=C(CSc1nc2ccccc2nc1Cc1ccccc1)N1CCc2ccccc21` gave NTMT1 inh 0%, p53null 39C tox 12%, p53null 32C tox -6%, FH mod -28%, GALK inhibitor -8%, TSG101-PTAP inh -1% and B2AR arrestin ag -1%.
Cn1c(=O)oc2cc(S(=O)(=O)N3CCC(C(=O)N4CCN(c5ccccc5F)CC4)CC3)ccc21 was read as NTMT1 inh -3%, p53null 39C tox 6%, p53null 32C tox 2%, FH mod -18%, GALK inhibitor 6%, TSG101-PTAP inh 2% and B2AR arrestin ag 1%.
Screening Cc1cnc(=O)[nH]c1SCC(=O)Nc1nc2ccccc2s1 returned NTMT1 inh -10%, p53null 39C tox 24%, p53null 32C tox -7%, FH mod -1%, GALK inhibitor 0%, TSG101-PTAP inh 1% and B2AR arrestin ag -4%.
Screening Fc1ccccc1Cn1c(-c2ccccc2)nc2ccccc21 returned NTMT1 inh 3%, p53null 39C tox 11%, p53null 32C tox 65%[activator], FH mod -32%, GALK inhibitor 1%, TSG101-PTAP inh 2% and B2AR arrestin ag -3%.
`COc1ccc(NC(=O)CCN2CCN(CCO)CC2)c(OC)c1` gave NTMT1 inh 19%, p53null 39C tox 36%[activator], p53null 32C tox 7%, FH mod -6%, GALK inhibitor 0%, TSG101-PTAP inh 0% and B2AR arrestin ag -2%.
`Cc1ccccc1CNC(=O)c1cnc2sc(N3CCOCC3)nn2c1=O` gave NTMT1 inh 0%, p53null 39C tox -12%, p53null 32C tox 2%, FH mod 10%, GALK inhibitor 1%, TSG101-PTAP inh -3% and B2AR arrestin ag -1%.
For CCOC(=O)c1c(-c2ccc(Br)cc2)csc1NC(=O)c1ccc(C(C)(C)C)cc1 the results were NTMT1 inh 9%, p53null 39C tox -11%, p53null 32C tox -2%, FH mod 7%, GALK inhibitor -1%, TSG101-PTAP inh -4% and B2AR arrestin ag -2%.
COc1cc(C(=O)Nc2cc(C)ccc2OCc2cc(=O)n3c(C)csc3n2)cc(OC)c1OC was read as NTMT1 inh 4%, p53null 39C tox -3%, p53null 32C tox -12%, FH mod 6%, GALK inhibitor 4%, TSG101-PTAP inh -2% and B2AR arrestin ag 0%.
`COc1ccc(-c2cc(C(F)(F)F)nc(SCCC(=O)Nc3cc(C)ccc3O)n2)cc1` gave NTMT1 inh -12%, p53null 39C tox 11µM*, p53null 32C tox -2%, FH mod inconclusive, GALK inhibitor 3%, TSG101-PTAP inh -1% and B2AR arrestin ag -1%.
O=C(Cn1ncc2c3ccccc3n(Cc3ccccc3F)c2c1=O)N1CCCCC1 was read as NTMT1 inh -1%, p53null 39C tox 7%, p53null 32C tox 17%, FH mod inconclusive, GALK inhibitor 2%, TSG101-PTAP inh 1% and B2AR arrestin ag 1%.
For CCN(CC)c1nn2c(=O)c(C(=O)NCCc3ccccc3C)cnc2s1 the results were NTMT1 inh inconclusive, p53null 39C tox -2%, p53null 32C tox 4%, FH mod -17%, GALK inhibitor 1%, TSG101-PTAP inh 1% and B2AR arrestin ag 1%.
COc1ccc(-n2nc(-c3ccc(C)cc3)c3cnc4cc(F)c(F)cc4c32)cc1 was read as NTMT1 inh 5%, p53null 39C tox -2%, p53null 32C tox 5%, FH mod -10%, GALK inhibitor 8%, TSG101-PTAP inh -1% and B2AR arrestin ag 0%.

Next section; the last two above are carried over.
For CCN(CC)c1nn2c(=O)c(C(=O)NCCc3ccccc3C)cnc2s1 the results were NTMT1 inh inconclusive, p53null 39C tox -2%, p53null 32C tox 4%, FH mod -17%, GALK inhibitor 1%, TSG101-PTAP inh 1% and B2AR arrestin ag 1%.
COc1ccc(-n2nc(-c3ccc(C)cc3)c3cnc4cc(F)c(F)cc4c32)cc1 was read as NTMT1 inh 5%, p53null 39C tox -2%, p53null 32C tox 5%, FH mod -10%, GALK inhibitor 8%, TSG101-PTAP inh -1% and B2AR arrestin ag 0%.
Cc1ccc(S(=O)(=O)CC(=O)Nc2nc3c(C)cccc3s2)cc1 was read as NTMT1 inh 5%, p53null 39C tox 3%, p53null 32C tox 0%, FH mod -5%, GALK inhibitor -9%, TSG101-PTAP inh 3% and B2AR arrestin ag 1%.
Screening CCOc1cc(-c2nc(-c3ccc(-c4ccc(C)cc4)nc3OC)no2)cc(OCC)c1OCC returned NTMT1 inh -12%, p53null 39C tox -25%, p53null 32C tox -4%, FH mod -1%, GALK inhibitor 3%, TSG101-PTAP inh 1% and B2AR arrestin ag 1%.
`COc1cccc(CNC(=O)c2ccc3nc(-c4ccc(F)cc4)c(-c4ccc(F)cc4)nc3c2)c1` gave NTMT1 inh -3%, p53null 39C tox 16%, p53null 32C tox -2%, FH mod -13%, GALK inhibitor 0%, TSG101-PTAP inh -2% and B2AR arrestin ag -2%.
`COc1ccc(C2c3c(oc4ccc(Cl)cc4c3=O)C(=O)N2CCCN(C)C)cc1OC` (stereo unspecified) gave NTMT1 inh -17%, p53null 39C tox 5%, p53null 32C tox -8%, FH mod inconclusive, GALK inhibitor -8%, TSG101-PTAP inh 2% and B2AR arrestin ag -3%.
Screening COc1cccc(C(=O)NCCc2csc3nc(-c4ccccc4F)nn23)c1OC returned NTMT1 inh 10%, p53null 39C tox 4%, p53null 32C tox 2%, FH mod -7%, GALK inhibitor 1%, TSG101-PTAP inh -14% and B2AR arrestin ag 0%.
`COCCNC(=O)CN1C(=O)c2cccnc2Sc2ccccc21` gave NTMT1 inh -15%, p53null 39C tox -7%, p53null 32C tox -9%, FH mod 7%, GALK inhibitor 2%, TSG101-PTAP inh 5% and B2AR arrestin ag 2%.
`Cc1ccc(-c2nc3sccn3c2Nc2ccc(C)c(C)c2)cc1` gave NTMT1 inh -1%, p53null 39C tox 0%, p53null 32C tox 36%[activator], FH mod inconclusive, GALK inhibitor -9%, TSG101-PTAP inh -7% and B2AR arrestin ag 1%.
CC(=O)N1c2ccccc2CC1C(=O)N1CCN(c2cccc(C)c2C)CC1 (stereo unspecified) was read as NTMT1 inh -1%, p53null 39C tox -10%, p53null 32C tox 6%, FH mod -8%, GALK inhibitor -6%, TSG101-PTAP inh -1% and B2AR arrestin ag 0%.
For Cc1cccc(C(=O)Nc2ccc(S(=O)(=O)N(Cc3ccccc3)c3ccccc3)cc2)c1 the results were NTMT1 inh 9%, p53null 39C tox 0%, p53null 32C tox 5%, FH mod -20%, GALK inhibitor 0%, TSG101-PTAP inh 0% and B2AR arrestin ag -4%.
`COC(=O)c1sc2cccc(F)c2c1S(=O)(=O)Nc1cc(OC)cc(OC)c1` gave NTMT1 inh -8%, p53null 39C tox -9%, p53null 32C tox -4%, FH mod -30%, GALK inhibitor -1%, TSG101-PTAP inh 0% and B2AR arrestin ag 0%.
For COc1cccc(-c2nc(SCC(=O)Nc3ccc4c(c3)OCCO4)c(-c3ccccc3)[nH]2)c1 the results were NTMT1 inh 0%, p53null 39C tox inconclusive, p53null 32C tox -6%, FH mod 40µM*, GALK inhibitor -7%, TSG101-PTAP inh -6% and B2AR arrestin ag -1%.
`COc1ccccc1OCCCCn1c(C2CC(=O)N(c3ccccc3Cl)C2)nc2ccccc21` (stereo unspecified) gave NTMT1 inh -19%, p53null 39C tox inconclusive, p53null 32C tox inconclusive, FH mod -8%, GALK inhibitor -13%, TSG101-PTAP inh 11% and B2AR arrestin ag -4%.
`CC(=O)c1ccc(N2CCN(C(=O)Nc3ccc(C)cc3)CC2)cc1` gave NTMT1 inh -2%, p53null 39C tox -10%, p53null 32C tox -13%, FH mod -5%, GALK inhibitor 4%, TSG101-PTAP inh 2% and B2AR arrestin ag -1%.
For CC1CCN(C(=O)c2cc(-c3ccc(Br)cc3)on2)CC1 the results were NTMT1 inh 7%, p53null 39C tox -5%, p53null 32C tox -4%, FH mod inconclusive, GALK inhibitor 0%, TSG101-PTAP inh 0% and B2AR arrestin ag 0%.
Screening COc1cc(OC)cc(-c2nc3nc(C)c(CCC(=O)NCCC(C)C)c(C)n3n2)c1 returned NTMT1 inh 11%, p53null 39C tox -26%, p53null 32C tox -6%, FH mod 7%, GALK inhibitor 2%, TSG101-PTAP inh -1% and B2AR arrestin ag -1%.

Screens deposited in PubChem by National Center for Advancing Translational Sciences (NCATS).

An excerpt. The share of hits here may be higher or lower than overall.
